Source: PubChem BioAssay
TRPV1 ag: HTS Assay for Compounds that Act as Agonists of the Vanilloid Receptor 1; TRPV1-expressing cells, Fluo-8 calcium influx, agonist mode; activation, % at 8.33 µM; Transient receptor potential cation channel subfamily V member 1 (Homo sapiens), Q8NER1; 320,000 tested, 0.19% active; in the data active means activation above about 80%; inconclusive means between about 30% and that limit; further: 0% is about no effect
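TRPV1-expressing cells were cultured overnight at 35.5C and loaded with Fluo-8 calcium dye for 40 to 90 min at room temperature. After a 10 s baseline, compound was added and calcium influx was read kinetically for 3 min (ex 480/em 520 nm).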
hERG WT inh: qHTS for Inhibitors of KCHN2 3.1: Wildtype qHTS. AID 720551, 2013. 340,000 tested, 0.37% active. U2OS, BacMam KCNH2, thallium flux FluxOr; stronger effect = lower value. activity change, % at 1.84 µM;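 active means maximum activity change below -70%; inconclusive means maximum activity change between -70% and -50%; inactive means maximum activity change above -50%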; further: on the % scale 0 is the no-effect control and ±100 the full control effect
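U2OS cells were transduced with wild-type KCNH2 virus (2.03 x 10^8 / mL) for 4 h at room temperature, then cultured overnight at 37 C. Thallium flux was read with FluxOr dye. Rate constants were normalized to DMSO controls.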
KCNH2 3.1 block: qHTS for Inhibitors of KCHN2 3.1: Mutant qHTS | Potassium voltage-gated channel subfamily H member 2, brain isoform KCNH2 3.1 (human) | U2OS KCNH2 3.1, thallium flux FluxOr; stronger effect = lower value | 340,000 tested, 0.95% active | activity change, % (tested at about 1.8 µM);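 active means maximum activity change below -70%; inconclusive means maximum activity change from -70% to -50%; inactive means maximum activity change above -50%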;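 further: thallium influx rate constant from kinetic fluorescence after stimulation buffer; on the % scale 0 is the no-effect control and ±100 the full control effect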
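Normalized rate constant (relative to positive and negative DMSO controls) derived from a 2 min kinetic fluorescence read after stimulation; U2OS cells expressing the 3.1 isoform via virus at 1.77 x 10^8 /mL.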
TCR activator: Activators of T cell receptors: qHTS campaign | AID 504894, 2011 | Potency, µM (highest dose often 9.22 µM), for inactives: top-dose activation of IL-2 secretion, actives largely listed as activators | 330,000 tested, under 10 active | primary human leukocytes, anti-CD3, IL-2 HTRF, 48 h; further: % of control where 0% means no effect
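Activity was scored as IL-2 release from primary human leukocytes given only a TCR signal (a-CD3 beads) plus compound for 48 hr. Detection used a two-antibody HTRF format read at 665nm.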
TSHR antagonist: Antagonists of the Thyroid Stimulating Hormone Receptor: HTS campaign | activity change, negative = inhibition, % at 11.5 µM | TSHR-expressing cells, TSH-stimulated cAMP HTRF, 2 h; stronger effect = lower value | Thyrotropin receptor (Homo sapiens), P16473 | 330,000 tested, 0.2% active;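 active means activity change below a set negative limit, meaning inhibition stronger than a set level, cut at about -70% in these data; inconclusive means activity change between two set negative limits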; further: on the % scale 0 is the no-effect control and ±100 the full control effect
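Read-out is FRET at 665 nm (cryptate excitation 337 nm) from a cryptate-tagged anti-cAMP antibody, competed by cell cAMP against cAMP-d2. Compounds are tested on freshly harvested TSHR cells challenged with 4nM TSH (EC80) for 2 hours at 37 deg C.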
USP2a block: qHTS Assay for Inhibitors of Ubiquitin-specific Protease USP2a Using CHOP2 as the Reporter; Ubiquitin carboxyl-terminal hydrolase 2 (Homo sapiens), O75604; USP2 core, Ub-CHOP2 coupled fluorogenic reporter, 485/531; Potency, µM (highest dose often 38.3 µM), for inactives: top-dose activity change, negative = inhibition, actives largely listed as inhibitors; 330,000 tested, 0.01% active;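 further: potency means the concentration at half of the fitted maximal effect; plate controls were DMSO wells for no effect and full inhibition by NEM control for full effect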
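USP2 core (10nM final) preincubated 30min RT with compound in 20mM Tris-HCl pH 8.0, 2mM CaCl2, 2mM beta-mercaptoethanol, 0.05% CHAPS; 25nM Ub-CHOP2 plus 25nM reporter substrate added, fluorescence (Ex485/Em531) read after 60min.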
ELG1 DNA repair: qHTS screen for small molecules that inhibit ELG1-dependent DNA repair in human embryonic kidney (HEK293T) cells expressing luciferase-tagged ELG1 | Potency, µM (top dose mostly 46.1 µM), for the others: at the highest dose activity change, negative = inhibition, most hits filed as inhibitors | AID 504467, 2011 | HEK293T ELG1-luciferase reporter, luminescence, 16 h; DNA damage induced by 5-fluorouridine | 330,000 tested, 2.3% active; further: potency means the concentration at half of the fitted maximal effect; on the % scale 0 is the no-effect control and ±100 the full control effect; nearly all actives have a fitted effect of over 55% in size
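HEK293T cells expressing luciferase-tagged ELG1 (2,000/well) received 5-Fluorouridine plus compound or DMSO for 16 hr at 37 °C. Luciferase was read by ONE-Glo luminescence after 30 min at room temperature.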
Mito fusion yeast: qHTS Assay for Small Molecule Inhibitors of Mitochondrial Division or Activators of Mitochondrial Fusion | 320,000 tested, 0.23% active | Potency, µM (series often up to 46.1 µM), for inactives: at the top dose growth rescue (activation), actives largely listed as activators | AID 485298, 2010 | S. cerevisiae fusion-defective mutant growth rescue, CellTiterGlo 48 h;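 further: potency means the concentration at half of the fitted maximal effect; % of control where 0% means no effect; nearly all actives have a fitted effect of over 45% in size; temperature-sensitive fusion mutants such as fzo1-1 at 37 °C on non-fermentable ethanol glycerol medium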
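S. cerevisiae fusion-defective temperature-sensitive mutants (e.g. fzo1-1, mgm1-5) grown 48 h at 37C in YPEG (ethanol/glycerol non-fermentable) medium with 23 nl compound per well; growth rescue read as CellTiterGlo luminescence.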
Eya2 inh: qHTS Assay for Inhibitors of the Phosphatase Activity of Eya2. Protein phosphatase EYA2 (Homo sapiens), O00167. recombinant Eya2, OMFP fluorescence dephosphorylation (OMFP is methylfluorescein phosphate). Potency, µM (series often up to 76.9 µM), for inactives: at the highest dose activity, negative = inhibition, actives largely listed as inhibitors. 330,000 tested, 0.006% active; further: potency means the concentration at half of the fitted maximal effect; on the % scale 0 is the no-effect control and ±100 the full control effect
Target sequence (O00167 whole entry, looked up): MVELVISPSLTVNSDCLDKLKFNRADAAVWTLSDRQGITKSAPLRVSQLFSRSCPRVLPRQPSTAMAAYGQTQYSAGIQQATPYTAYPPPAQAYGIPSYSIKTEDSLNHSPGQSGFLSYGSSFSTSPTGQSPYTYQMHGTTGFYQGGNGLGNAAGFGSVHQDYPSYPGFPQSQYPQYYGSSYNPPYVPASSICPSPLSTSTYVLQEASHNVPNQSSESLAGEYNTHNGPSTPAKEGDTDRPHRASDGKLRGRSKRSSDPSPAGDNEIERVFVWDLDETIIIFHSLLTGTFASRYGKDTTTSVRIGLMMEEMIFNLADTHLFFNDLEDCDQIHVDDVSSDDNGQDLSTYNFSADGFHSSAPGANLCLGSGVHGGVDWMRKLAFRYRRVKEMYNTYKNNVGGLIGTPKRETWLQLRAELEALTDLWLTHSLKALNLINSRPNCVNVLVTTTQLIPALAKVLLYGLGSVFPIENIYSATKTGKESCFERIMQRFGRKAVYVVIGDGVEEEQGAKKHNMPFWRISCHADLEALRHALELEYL
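Eya2 (0.2 uM) preincubated 10 min at ambient with compound, then OMFP substrate added at 50 uM; 10 min reaction in 50 mM HEPES pH 7.5, 50 mM NaCl, 5 uM MgCl2, 0.05% BSA, 1 mM DTT. Fluorescence read at Ex 485/Em 525 nm.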
A-T KAP1 phos: qHTS Assay for Identifying a Potential Treatment of Ataxia-Telangiectasia | AID 485349, 2010 | […] A-T fibroblasts, KAP-1 phosphorylation AlphaLISA; neocarzinostatin DNA damage 30 min before lysis | 320,000 tested, 0.19% active | Potency, µM (highest dose often 57.5 µM), inactives show at the highest dose activation, actives largely listed as activators; further: potency means the concentration at half of the fitted maximal effect; % of control where 0% means no effect; nearly all actives have a fitted effect of over 45% in size
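ATM-like activity read as KAP-1 phosphorylation via AlphaLISA donor/acceptor antibody pairs after lysis and 6 hr at 25C. Cells were ATM-null patient fibroblasts ([…], hTERT), dosed 60 min, then exposed to the DSB inducer NCS for 30 min.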
An asterisk follows results filed as active; i = inactive; ? = inconclusive; · = no result given; [ ] = another dose, or the depositor's remark. Unless noted, the call rests on the fitted dose curve; in most records, active means well fitted curve in the direction sought with a large enough effect; inconclusive means small, poorly fitted or top-dose-only effect, or another doubt; inactive means no such curve, though single readings can be large; an effect the other way counts as inactive or inconclusive. These rows are one share of the data; the hit share may differ from the screen's.

SMILES	TRPV1 ag	hERG WT inh	KCNH2 3.1 block	TCR activator	TSHR antagonist	USP2a block	ELG1 DNA repair	Mito fusion yeast	Eya2 inh	A-T KAP1 phos
CC1=CC(c2ccccc2)n2nc(N3C(=O)CCC3=O)nc2N1 (centres undefined)	1	-2	2	-1%[46.1 µM]	11	2%	-8%	-2%	-1%	·
Cc1c(Br)cnn1C(C)C(=O)N1CCN(c2ccc(F)cc2)CC1 (centres undefined)	1	5	9	-2%	·	-2%	?	4%	17%	4%
CCCCNC(=O)CSc1nc2ccc(NC(=O)CSc3nnc(COc4ccccc4C)n3C)cc2s1	9	19	7	0%	3	0%	?	-2%	-16%	-3%
Cc1ccc(S(=O)(=O)N2CCC(C(=O)NCCCN3CCCC3=O)CC2)cc1	·	-1	-6	-8%[46.1 µM]	47	-8%	12%	·	4%	15%
CCN(CC)C(=O)Cc1c(O)c2ccccc2[nH]c1=O	2	-4	7	11%	-9	1%	2%	-11%	17%	-3%
Cn1nnnc1SCC(=O)NCc1ccco1	0	-3	9	0%	6	1%	1%	-3%	2%	-4%
Cc1cccc(-n2c(O)c(C=Nc3ccc(O)cc3)c3ccccc3c2=O)n1	16	-5	6	-1%[46.1 µM]	0	6%	?	-6%	1%	0%
CCOC(=O)c1cccc(NC(=O)CCc2nc(-c3ccc(C)cc3)no2)c1	1	-3	-5	-6%	-8	-7%	?	0%	2%	8%
CC(=O)Nc1ccc(NC(=O)c2nc(S(=O)(=O)Cc3cccc(C)c3)ncc2Cl)cc1	-2	-5	36	-1%	-34	2%	?	-6%	2%	-7%
C/C(=C\C(=O)O)C(=O)Nc1nccs1	-2	-2	0	0%	-3	5%	3%	-2%	-11%	-1%
CCOCCOC(=O)c1ccc(NC(=O)C2COc3ccccc3O2)cc1 (centres undefined)	13	1	7	-7%	4	1%	1%	0%	-1%	-1%
COC(=O)c1ccc(C2C(C(=O)c3ccco3)=C(O)C(=O)N2CC2CCCO2)cc1 (centres undefined)	0	6	19	-7%	-3	1%	24%	-5%	3%	-8%
COc1ccc(S(=O)(=O)N(C)C)cc1NC(=O)COC(=O)C1CC1	·	9	-7	-1%	-3	1%	15%	·	2%	11%
Cc1ccnc2nc(C(=O)Nc3nnc(-c4ccc(Cl)cc4)o3)nn12	1	13	23	-16%	-1	-2%	11%	1%	9%	2%
COc1ccc(-c2cc3ccc(OC(C)C(=O)O)cc3oc2=O)cc1 (centres undefined)	-7	6	-3	-3%	11	0%	?	0%	-2%	4%
O=C(CSc1ncn(-c2ccccc2)n1)Nc1nncs1	-2	·	10	0%	-4	0%	3%	-3%	?	-4%
CSc1nc(SC(C)C(=O)O)c2c3c(sc2n1)COC(C)(C)C3 (centres undefined)	1	-2	-4	-3%	-15	4%	-1%	4%	1%	-15%
N=C1C(c2ccccc2)=C(O)CN1NC(=O)c1ccc(Cl)cc1	-19	0	16	3%	9	2%	24%	-14%	-13%	5%
O=C(O)C1C2C=CC(O2)C1C(=O)NC1CCCc2ccccc21 (centres undefined)	-13	-1	-5	2%	25	1%	?	-2%	-4%	3%
C/C(=N/OCc1ccc(Br)cc1)c1ccccn1	4	i	-9	5%	-6	4%	?	15%	0%	4%
O=c1[nH]c2cc3c(cc2cc1C(c1nnnn1C1CCCC1)N1CCSCC1)OCCO3 (centres undefined)	?	0	29	-7%	11	0%	1%	1%	-3%	9%
CC(C)(C)C1CCC(C(=O)Nc2ccccc2)CC1 (centres undefined)	?	-28	0	-1%	-17	-1%	3%	2%	-17%	-1%
O=c1c2c(nc3nc[nH]n13)CCC2	3	0	4	1%	-5	2%	9%	-7%	15%	1%
CC(C)CN(C(=O)CCCOc1ccc(Cl)cc1Cl)c1c(N)n(Cc2ccccc2)c(=O)[nH]c1=O	3	1	9	0%	-7	-3%	13%	-3%	6%	-1%
Cc1ccc(-c2nnn(CC(=O)N3CCCCC3)n2)c(-n2cnnn2)c1	1	-3	-5	6%	5	1%	19%	-6%	3%	-3%

Next part (4 carried over from the part before).
SMILES	TRPV1 ag	hERG WT inh	KCNH2 3.1 block	TCR activator	TSHR antagonist	USP2a block	ELG1 DNA repair	Mito fusion yeast	Eya2 inh	A-T KAP1 phos
CC(C)(C)C1CCC(C(=O)Nc2ccccc2)CC1 (centres undefined)	?	-28	0	-1%	-17	-1%	3%	2%	-17%	-1%
O=c1c2c(nc3nc[nH]n13)CCC2	3	0	4	1%	-5	2%	9%	-7%	15%	1%
CC(C)CN(C(=O)CCCOc1ccc(Cl)cc1Cl)c1c(N)n(Cc2ccccc2)c(=O)[nH]c1=O	3	1	9	0%	-7	-3%	13%	-3%	6%	-1%
Cc1ccc(-c2nnn(CC(=O)N3CCCCC3)n2)c(-n2cnnn2)c1	1	-3	-5	6%	5	1%	19%	-6%	3%	-3%
COc1cccc(/C(O)=C2/C(=O)C(=O)N(c3ccccn3)C2c2ccc(OC)c(OC)c2)c1 (centres undefined)	5	-1	-24	2%	-21	0%	-3%	-1%	?	-5%
Cc1ccnc(NC(=O)C2CCN(S(=O)(=O)c3cccc(C(F)(F)F)c3)CC2)c1	-3	9	·	-4%	-3	0%	-4%	0%	-12%	10%
CN(CC(=O)NC(=O)NCc1ccco1)Cc1nc2ccccc2c(=O)[nH]1	1	-5	-8	·	4	0%	-17%	3%	-8%	11%
CCC(C)NS(=O)(=O)c1ccc(OCC(=O)N2CCCCC2)cc1 (centres undefined)	1	-7	-11	-6%	10	1%	6%	-2%	-23%	4%
CC(C)(C)OC(=O)C[C@@H]1C/C=C\C[C@H](CC(=O)NCCO)C(=O)N[C@H](Cc2ccccc2)COC1=O	·	·	·	3%	2	6%	21%	·	3%	-4%
CCCCOC(=O)Nc1nc2ccccc2s1	-1	5	-20	-7%	-7	-1%	?	-1%	?	7%
O=C(CCc1nc2ccccc2c(=O)[nH]1)N1CCN(S(=O)(=O)c2ccccc2Br)CC1	-2	-7	3	-3%	-5	-5%	-16%	-2%	2%	3%
CCCCn1c(=O)c(C(=O)N/N=C/c2ccc(F)cc2)c(O)c2ccccc21	3	·	·	·	23	-2%	15%	15%	-7%	23%
Cc1ccc(CNC(=O)CSc2nc3ccccc3c(=O)n2CCCO)cc1	-2	-8	-12	2%	-5	1%	-6%	-6%	1%	19%
Cc1ccc2[nH]c(=O)c(CN(CCc3ccccc3)Cc3nnnn3CC3CCCO3)cc2c1 (centres undefined)	10	-5	0	1%[46.1 µM]	-3	2%	-13%	3%	-24%	1%
O=C(Cn1c(C2CC2)nc2ccccc2c1=O)Nc1ccc(Br)cc1	4	-1	-16	·	-8	0%	0%	2%	1%	-2%
CC(C)N(c1ccccc1)c1ccc(NC(=O)COC(=O)CCN2C(=O)c3cccc([N+](=O)[O-])c3C2=O)cc1	-2	0	1	11%[46.1 µM]	-21	-1%	?	1%	-22%	2%
CC(=O)Nc1ccc(CN2CCN(Cc3ccc(C)cc3)C(CCO)C2)cc1 (centres undefined)	2	19	10	11%	26	-2%	14%	-1%	-2%	4%
CCCCCCn1c(SCC(=O)OC)nc2c1c(=O)[nH]c(=O)n2C	5	19	-5	10%	0	1%	8%	-3%	7%	-7%

An excerpt of these results, with values under each structure.
Below each SMILES – TRPV1 ag, hERG WT inh, KCNH2 3.1 block, TCR activator, TSHR antagonist, USP2a block, ELG1 DNA repair, Mito fusion yeast, Eya2 inh, A-T KAP1 phos
O=C(CCc1nc2ccccc2c(=O)[nH]1)N1CCN(S(=O)(=O)c2ccccc2Br)CC1
    -2, -7, 3, -3%, -5, -5%, -16%, -2%, 2%, 3%
CCCCn1c(=O)c(C(=O)N/N=C/c2ccc(F)cc2)c(O)c2ccccc21
    3, ·, ·, ·, 23, -2%, 15%, 15%, -7%, 23%
